Screens (PubChem)
A549 tox – counter-screen for Nrf2 inhibitors: cytotoxicity in A549 cells; A549 ARE-Fluc cells, CellTiter-Fluor viability, 18-24 h; Potency, µM (highest dose often 46 µM), for inactives: top-dose activity change, negative = cytotoxicity, hits mostly inhibitors; actives 0.16% (n = 390,000); also: potency is read from the fitted curve at half-maximal effect; % is scaled to controls: 0 for no effect and ±100 for the full control effect
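A549 ARE-Fluc cells in 5% FBS OPTI-MEM, 5000 cells/well, rested 2 h then exposed to compounds in concentration-response for 18-24 h at 37 °C. Viability by CellTiter-Fluor fluorescence (Ex 405/Em 525) after 30 min; luciferase luminescence (BugLite, 15 min, RT) read afterwards.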
ATXN2 expr inh – ATXN2 expression inhibition | Potency, µM (top dose mostly 57 µM), for inactives: at the highest dose activity change, negative = inhibition, hits mostly inhibitors | HEK-293 ATXN2-luciferase reporter, luminescence, 24 h | actives 0.72% (n = 360,000); also: potency is read from the fitted curve at half-maximal effect; % is scaled to controls: 0 for no effect and ±100 for the full control effect; nearly all actives have a fitted effect of over 55% in size
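ATXN2-luciferase reporter cells (luciferase flanked by upstream and downstream ATXN2 gene portions) were treated 24 h at 37 °C with compounds at up to 57 uM. SteadyGlo luminescence gave expression; GF-AFC fluorescence gave viability.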
IL-1B inflam inh – inflammasome signaling inhibition, IL-1 beta readout | AID 743279 | activity change, % at 57.5 µM | actives 4.7% (n = 360,000) | THP-1 LPS/ATP IL-1B secretion, AlphaLISA, 16 h; active compounds read low; in the data active = activity change below about -50%; inconclusive = mostly about -30% to -49%; also: % is scaled to controls: 0 for no effect and ±100 for the full control effect
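THP-1 cells pretreated 1 hr with compounds (up to 57.5 uM final), then stimulated with LPS (250 ng/mL final) plus ATP (1.25 mM final); secreted IL-1B measured by AlphaLISA after 16 hr, decreased signal indicating inhibition.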
TGFb inhibitor – TGF-b pathway inhibition; HepG2 CAGA-GFP TGF-b/SMAD3 reporter, GFP fluorescence, 18 h; TGF-beta stimulated, 500 pg/mL final; Potency, µM (highest dose often 46.1 µM), inactives show top-dose activity, negative = inhibition, most hits filed as inhibitors; actives 1.2% (n = 410,000); AID 588855; also: potency is read from the fitted curve at half-maximal effect; % is scaled to controls: 0 for no effect and ±100 for the full control effect; nearly all actives have a fitted effect of over 65% in size
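HEPG2 CAGA-GFP reporter cells (1000/well, DMEM with 1% FBS) received compounds, then recombinant TGF-beta at 500 pg/mL final for 18 hours at 37 degrees C. Per-cell GFP summed per well was normalised to unstimulated and stimulated DMSO controls before curve fitting.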
Nrf2 ARE act – activates Nrf2 signaling | AREc32 ARE-luciferase reporter (MCF7-derived line), luminescence, 24 h | Potency, µM (top dose mostly 46.1 µM), without a hit: at the top dose activation, usual class: activators | actives 0.31% (n = 410,000) | AID 624171; also: potency is read from the fitted curve at half-maximal effect; % of control where 0% means no effect; nearly all actives have a fitted effect of over 65% in size
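AREc32_Fluc, 1000 cells/well, OPTI-MEM + 5% FBS, o/n 37 deg C 5% CO2; 23 nL cpd by pin tool, 24 hr; Steady-Glo 30 min RT, luminescence.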
HepG2 viability – HepG2 cytotoxicity, counter-screen for TGF-b inhibitors. HepG2 CAGA-GFP viability, ATP luminescence, 18 h. Potency, µM (doses to about 46.1 µM), for inactives: at the top dose activity change, negative = cytotoxicity, actives largely listed as cytotoxic. actives 0.76% (n = 410,000); also: potency is read from the fitted curve at half-maximal effect; some results filed as inactive show a strong effect at the top dose
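CellTiter-Glo luminescence gave cytotoxicity after 18 hours at 37 degrees C. The cells were HepG2 CAGA-GFP in 1% FBS DMEM, stimulated with 500 pg/mL TGF-beta after compound addition. %Activity was normalised to no-cell wells (complete cell-killing) and DMSO (no toxicity), and curves were fitted and classified.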
MCF10A rerep – inducers of DNA re-replication in MCF 10A breast cells; AID 624296; MCF 10A DNA re-replication, Hoechst nuclear intensity, 48 h; actives 2.9% (n = 350,000); Potency, µM (doses to about 46.1 µM), for the others: at the highest dose activity, positive = re-replication, hits mostly activators; also: potency is read from the fitted curve at half-maximal effect; % of control where 0% means no effect; nearly all actives have a fitted effect of over 50% in size
Nrf2 block – Nrf2 pathway inhibition. A549 ARE-Fluc reporter, luciferase luminescence, 18-24 h. AID 504444. actives 2.1% (n = 360,000). Potency, µM (doses to about 46 µM), for inactives: at the top dose activity change, negative = inhibition, usual class: inhibitors; also: potency is read from the fitted curve at half-maximal effect; % is scaled to controls: 0 for no effect and ±100 for the full control effect; nearly all actives have a fitted effect of over 60% in size
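Nrf2 function is reported as luminescence of an ARE-controlled luciferase in A549 cells. Compounds were tested at several concentrations, and a CellTiter-Fluor read on the same wells flagged cytotoxicity.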
S2 tox – cell viability loss in ATXN counter-screen. S2 cells (HEK-293 line with an ATXN2-luciferase reporter) viability, CellTiter-Fluor protease fluorescence, 24 h. AID 651635. actives 0.49% (n = 400,000). Potency, µM (doses to about 56.7 µM), usual class: cytotoxic; also: potency is read from the fitted curve at half-maximal effect; nearly all actives have a fitted effect of over 40% in size
* marks the source's active call; other numbers are inactive results; i = inactive; ? = inconclusive; . = not tested or not shown; & = joins results of further samples; [ ] = another dose, or the depositor's remark. Unless noted, calls follow the shape of the dose curve; as a rule, active = well fitted curve in the direction sought with a large enough effect; inconclusive = small, poorly fitted or top-dose-only effect, or another doubt; inactive = no such curve, though single readings can be large; an effect the other way counts as inactive or inconclusive. Compounds were not picked by outcome; about 8.8% have a hit in one of these screens.

SMILES	A549 tox	ATXN2 expr inh	IL-1B inflam inh	TGFb inhibitor	Nrf2 ARE act	HepG2 viability	MCF10A rerep	Nrf2 block	S2 tox
CC(=O)Nc1ccc(C(=O)N2CCN(C(=O)c3ccco3)CC2)cc1	0%	12%	16	-22%	0.2%	-4%	26%	-27%	i
Nc1nc2c(ncn2[C@@H]2O[C@H](CNCc3ccc(Oc4cc(-n5cccn5)ncn4)cc3)[C@@H](O)[C@H]2O)c(=O)[nH]1	.	8%	-1	-3%	-0.8%	1%	.	.	i
O=[N+]([O-])c1ccc(N2CCN(CC(O)COc3ccccc3)CC2)cc1 (stereo unspecified)	?	-30%	-1	-20%	0.3%	-18%	?	?	?
CCOC(=O)CNC(=O)c1ccc(C)cc1	8%	-1%	-19	10%	-0.9%	23%	-4%	.	i
Cc1ccc(OCC(=O)NC2CCSc3ccccc32)cc1 (stereo unspecified)	?	31%[activator]	-3	-1%	3.2%	-19%	8%	?	i
CCCCN(C)CCNC(=O)CCn1nc(-c2ccc(C)cc2)ccc1=O	-1%	-9%	-13	-24%	-1.2%	-2%	-4%	1%	i
C[C@H]1COc2cccc(N(C)CCO)c2S(=O)(=O)N1	.	12%	15	.	-0.7%	.	.	.	i
CC(C)c1ccc(C2/C(=C(\O)c3ccc4c(c3)OCCO4)C(=O)C(=O)N2CCN2CCOCC2)cc1 (stereo unspecified)	5%	1%	-4	-7%	1.4%	-21%	-1%	-3%	i
Cc1cc(C)c(NC(=O)CCCSc2nnc(N)s2)c(C)c1	-6%	.	-10	-8%	-0.6%	-14%	-6%	5%	i
O=C(CCCn1c(=S)[nH]c2cc3c(cc2c1=O)OCO3)N1CCN(c2ccccc2)CC1	.	-1%	-27	-16%	0.3%	-4%	1%	?	i
COc1ccc(Cl)cc1NC(=O)c1c(NCc2ccc(C)o2)sc2c1CCCC2	1%	7%	.	?	6.2%	-6%	.	.	i
Cc1cccc(NC(=O)c2oc3ccccc3c2NC(=O)c2cc(=O)c3ccc(C)cc3o2)c1	-9%	8%	.	-18%	-0.4%	-16%	.	4%	i

Four compounds from above, reduced to IL-1B inflam inh.
SMILES,IL-1B inflam inh
Cc1ccc(OCC(=O)NC2CCSc3ccccc32)cc1 (stereo unspecified),-3
CCCCN(C)CCNC(=O)CCn1nc(-c2ccc(C)cc2)ccc1=O,-13
C[C@H]1COc2cccc(N(C)CCO)c2S(=O)(=O)N1,15
CC(C)c1ccc(C2/C(=C(\O)c3ccc4c(c3)OCCO4)C(=O)C(=O)N2CCN2CCOCC2)cc1 (stereo unspecified),-4

Remaining list, next part.
SMILES	A549 tox	ATXN2 expr inh	IL-1B inflam inh	TGFb inhibitor	Nrf2 ARE act	HepG2 viability	MCF10A rerep	Nrf2 block	S2 tox
CCC(C(=O)OCC(=O)Nc1c(Cl)cc(Cl)cc1Cl)c1ccccc1 (stereo unspecified)	0%	.	44	?	-0.1%	-9%	26%	-10%	i
COc1ccc(Nc2nc(NN)nc(C)c2[N+](=O)[O-])cc1	-14%	-18%	-10	-5%	2.7%	-31%	-13%	1%	i
CCc1ccc(NC(=O)CSc2nc(-c3ccccc3)c(C#N)c(=O)[nH]2)cc1	0%	-3%	.	0%	0.0%	-19%	.	-9%	i
O=C1NC[C@@H](Cc2cccc3ccccc23)N(CCc2cc(C(F)(F)F)cc(C(F)(F)F)c2)C1=O	-9%	?	-51*	13µM*	-2.3%	-119%	?	-27%	.
COc1ccc(NC(=O)Nc2cccc3c2O[C@@H](CN(C)CC2CCCCC2)[C@@H](C)CN([C@H](C)CO)C3=O)cc1	2%	-22%	-1	-27%	6.8%	-31%	5%	2%	?
O=c1c2c3c(sc2n2c(=S)[nH]nc2n1-c1ccccc1)CCC3	0%	-22%	.	6%	-0.5%	-24%	-20%	7%	i
CSc1nc(C)cc(-n2cc(F)c(=O)[nH]c2=O)n1	-2%	2%	30	9%	3.0%	0%	-3%	-5%	i
COc1ccc(NC(=O)CCSc2ccc(C)cc2)cc1S(=O)(=O)Nc1ccccc1Cl	2%	-11%	24	0%	0.3%	11%	?	23µM*	i
COc1ccc(OC)c(Nc2ncnc3sc(-c4ccccc4)cc23)c1	3%	-18%	28	?	2.3%	-28%	13%	-9%	i
COc1cccc(/C=N/NC(=O)c2cnccn2)c1OC	-3%	14%	16	0%	3.0%	13µM*	?	0%	i
CC(=O)C1=C(O)C(=Cc2ccccc2)OC1=O	.	.	-12	7%	0.0%	0%	.	.	i
CCc1cccc2c(SCC(=O)NCC3CCCO3)nc(-c3ccc(F)cc3)nc12 (stereo unspecified)	-8%	-11%	7	5%	0.2%	5%	-7%	-19%	i
CN(C(=O)c1cnccn1)c1nnc(-c2cnccn2)s1	-4%	3%	0	15%	1.9%	2%	0%	26%	i
COc1ccc(OC)c(CN2CCCC(CO)C2)c1 (stereo unspecified)	7%	-3%	-1	?	0.1%	-17%	?	3%	i
CC1CN(C(=O)CCC(=O)NCc2ccc(F)cc2)c2ccccc2S1 (stereo unspecified)	0%	2%	-14	-14%	-0.3%	-13%	7%	?	i
N#Cc1ccc(OCC(=O)N/N=C/C2CC=CCC2)cc1 (stereo unspecified)	-2%	-12%	10	-1%	-0.7%	-9%	?	24%	i
Cc1ccc(C(=O)N[C@H](C(=O)OCC(=O)c2ccc[nH]2)C(C)C)cc1	-2%	5%	38	0%	-0.4%	2%	12%	-6%	i
COc1c(C)cccc1C(=O)Nc1cccc2ccc(C)nc12	9%	-9%	.	0%	4.4%	-15%	.	-31%	i
COc1ccccc1Nc1nc(NCC2CCCO2)c2ccccc2n1 (stereo unspecified)	?	-16%[11.3 µM]	.	?	4.9%	-36%	?	?	?
COc1ccc(N2CCN(c3oc(COc4ccccc4)nc3C#N)CC2)cc1	1%	3%	-17	-3%	0.1%	-20%	-27%	-19%	i
C=CCn1c(=S)[nH]c2cc(C(=O)Nc3ccc(F)cc3)ccc2c1=O	-5%	-2%	-6	8%	0.7%	5%	0%	?	i
Nc1nsc2ccccc12	-17%	-28%	-99*	?	11µM*	-79%	-30%[inhibitor]	?	i
COc1ccc(-c2ccc(C3C4C=CCCC4(C)C(=O)N3Cc3ccccc3)c(F)c2)cc1 (stereo unspecified)	5%	.	.	-11%	.	-4%	.	?	.
COc1ccc2c(=O)c(-c3nc(C)cs3)coc2c1	0%	23%	0	2%	7.1%	-20%	2%	?	i
Cc1nn(C)c(Cl)c1S(=O)(=O)N1CCC(CO)(CCc2ccccc2)CC1	-10%	-16%	-8	-22%	0.1%	-21%	17%	21µM*	i
O=C(N/N=C\c1ccc(F)cc1)c1csnn1	3%	17%	10	-20%	0.3%	8%	-1%	.	i
CCO[C@H]1OC(C(=O)NCc2nc3ccccc3[nH]2)=C[C@@H](c2ccc(Br)cc2)[C@@H]1CCCO	-7%	?	-16	-24%	4.6%	-13%	29%	-18%	?
CN(Cc1ccccc1)C(=O)c1ccc(CSc2nc3cccnc3n2Cc2ccccc2F)cc1	?	?	.	?	-1.4%	13µM*	.	?	.
O=C(O)c1ccccc1-c1ccccc1C(=O)Nc1cccc(O)c1	-2%	-20%	23	6%	-0.5%	7%	?	2%	i
CCCCCN(C(=O)CN(C)Cc1ccc(OC)cc1OC)c1c(N)n(CCCC)c(=O)[nH]c1=O	-1%	-8%	?	-8%	2.6%	-25%	12%	2%	i
O=C(Nc1ccccc1C(=O)N1CCCCC1)c1ccc(Cl)cc1Cl	0%	-10%	10	14%	0.3%	-62%	3%	0%	i
COc1ccc(C(=O)NNC(=O)C(=O)/C=C(\O)c2ccc(C)cc2)cc1	-5%	11%	36	14%	-0.3%	-9%	1%	26%	?
Nn1c(SCC(=O)NCc2ccc3c(c2)OCO3)nnc1C(F)(F)F	-1%	15%	25	3%	-0.8%	2%	-1%	?	i
O=C(NCC(=O)N1CCN(C(=O)c2ccco2)CC1)c1ccccc1	2%	8%	16	-21%	2.8%	-5%	1%	?	i
CC(NC(=O)NC(=O)c1cccc(Cl)c1)c1ccccc1 (stereo unspecified)	1%	-5%	14	-14%	8.6%	-12%	2%	?	i
Clc1ccc(-c2ccccc2)cn1	-8%	8%	12	19%	-0.4%	16%	-3%	-4%	i
Cc1ccc(-c2nnc(Nc3cccc(Cl)c3)c3ccccc23)cc1S(=O)(=O)N1CCOCC1	-1%	-12%	.	?	-1.1%	-26%	.	?	i
CCOc1cc(-c2ccc3c(c2)OCO3)cc(=[O+]CC)c2c(C)oc(C)c12	0%&-3%	.	.	-7%&17%	.	1%&2%	.	8%&-3%	.
Cc1cc(C)cc(NC(=O)c2ccccc2CC[N+](=O)[O-])c1	0%	-5%	8	?	-0.2%	6%	1%	8%	i
O=c1[nH]c(CSc2ncnc3sccc23)nc2cc(C(F)(F)F)ccc12	0%	6%	24	-5%	12%	19%	?	6%	i
COCc1ccc(CN2CCc3c([nH]c4ccccc34)C2C(C)(C)C)o1 (stereo unspecified)	8%	5%[11.3 µM]	-53*	?	4.9%	-15%	?	-15%	i
COC(=O)c1ccc(C2C(C(=O)Nc3ccccc3)=C(C)Nc3nc4ccccc4n32)cc1 (stereo unspecified)	?	-12%	.	1%	-1.1%	-15%	.	?	i
O=c1cc[nH]c2c1ccc1c(=O)cc[nH]c12	-3%	5%	14	4%	2.0%	-5%	-10%	6%	i
O=C(CSCc1ccccc1F)NCc1ccccc1	-1%	36%[activator]	1	5%	0.8%	3%	-1%	?	i
